Source: PubChem BioAssay
HIV peptide binding – inhibitors of HIV fusion peptide binding, primary screen, biochemical, uHTS, fluorescence dequenching (AID 1986). cell-free peptide binding, fluorescence dequenching, 30 min; higher % means a stronger effect. one-dose inhibition, % at 20 µM; IC50 in µM for titrated hits. 290,000 tested, 0.3% active; in the data active = inhibition mostly above about 52%, no sharp cut-off; inactive = mostly below about 76%; note: some results filed as inactive read as strong as hits
K1F lysis inhibition – inhibition of K1F phage lysis, E. coli UTI89, bacterial capsule biogenesis inhibitors, alamar blue (AID 488966). E. coli UTI89 K1F phage lysis, alamar blue, 2 h; higher % means a stronger effect. one-dose inhibition, % at 100 µM; IC50 in µM for titrated hits. 340,000 tested, 0.02% active;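 active = phage lysis inhibition, versus mean bacterial control, above a set limit; inconclusive = no clear call, values can overlap the other calls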;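 note: capsule biogenesis inhibitors block K1F phage lysis so surviving cells raise fluorescence; higher fluorescence means more inhibition of phage lysis; actives were called in the ten point dose series up to 300 µM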
SV40 large T antigen – SV40 large T antigen inhibitors, biochemical (AID 1903); SV40 large T antigen ATPase/helicase inhibition assay; higher % means a stronger effect; inhibition, % at 20 µM; hits with a dose series show IC50 in µM; 310,000 tested, 0.39% active; in the data active = a potency from the dose series; inconclusive = inhibition mostly from about 32% at the one dose, without a potency; inactive = the rest, 99 in 100 with inhibition below about 32%; note: strong numbers were not always called active
GPR35 arrestin U2OS – GPR35 antagonists blocking zaprinast-driven arrestin recruitment, primary screen, imaging, U2OS, beta-arrestin-GFP, zaprinast agonist (AID 2058). U2OS GPR35 beta-arrestin-GFP translocation imaging, zaprinast antagonism; higher % means a stronger effect. inhibition, % at 10 µM, or IC50 in µM where a hit was titrated. G-protein coupled receptor 35 (Homo sapiens). 290,000 tested, 0.052% active;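 active = inhibition of at least 50% with at least 30 cells and total cytoplasm GFP at most 10,000,000; inconclusive = under 30 cells or total GFP of 10,000,000 plus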
RSV antiviral HEp-2 – RSV antiviral activity via CPE protection, HEp-2 cells, primary 10 µM value included (AID 2391); 310,000 tested, 0.13% active; HEp-2 cells, RSV-induced CPE inhibition; higher % means a stronger effect; one-dose CPE inhibition, % at 10 µM; IC50 in µM for titrated hits; in the data active = a potency from the dose series; inconclusive = CPE inhibition mostly from about 23% at the one dose, without a potency; inactive = the rest, 99 in 100 with CPE inhibition below about 21%; note: strong numbers were not always called active
GPR55 antagonists – GPR55 antagonists blocking LPI-driven arrestin recruitment, primary screen, imaging, U2OS, beta-arrestin-GFP, LPI agonist (AID 2013); U2OS GPR55 beta-arrestin-GFP translocation imaging, LPI antagonism; higher % means a stronger effect; G-protein coupled receptor 55 (Homo sapiens); 290,000 tested, 0.13% active; inhibition, % at 10 µM, or IC50 in µM where a hit was titrated;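 active = spots per cell inhibited over 60%, with over 100 cells counted and total cytoplasm intensity under 500,000; inconclusive = wells with under 100 cells, flagged as likely toxic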;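 note: U2OS cells stably carrying GPR55 and arrestin-GFP stimulated by 5 µM LPI near EC80; imaged beta-arrestin-GFP aggregate spots per cell after agonist stimulation; plate controls were LPI-stimulated DMSO wells for no effect and DMSO wells without LPI for full effect; some results filed as inactive read as strong as hits; confirmed hits need IC50 under 10 µM and bright autofluorescent wells are also inconclusive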
Rac1 GTP hydrolysis – MgcRacGAP GTPase-activating activity inhibitors, confirmation, biochemical, ADP Hunter fluorescence; 340,000 tested, 0.6% active; inhibition, % at 30 µM, or IC50 in µM where a hit was titrated; MgcRacGAP-stimulated Rac1 GTP hydrolysis, ADP Hunter fluorescence; higher % means a stronger effect; GST-tagged Rac1 F28L mutant substrate; Rac GTPase-activating protein 1 (Homo sapiens); AID 624330, 2012;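 active = first-screen hits whose inhibition reached a set limit at any dose in the follow-up dose series; inconclusive = inhibition above the set first-screen limit but never retested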;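 note: fluorescence reports GDP produced by GAP-driven GTP hydrolysis; strong numbers were not always called active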
NS5 inhibitors – Dengue-2 NS5 methyltransferase inhibitors, primary screen, biochemical, confirmation dose response (AID 588689). Dengue-2 NS5 methyltransferase capping enzyme assay, biochemical; higher % means a stronger effect. one-dose inhibition, % at 25 µM; IC50 in µM for titrated hits. 340,000 tested, 0.3% active; in the data active = a potency from the dose series; inconclusive = inhibition above about 29% without an active follow-up result
Salmonella PhoP GFP – inhibitors of PhoP regulon expression, primary screen, Salmonella Typhimurium, GFP reporter (AID 1863) | S. Typhimurium PhoP-regulated promoter GFP reporter, 4 h; higher % means a stronger effect | inhibition, % at 50 µM, or IC50 in µM where a hit was titrated | 300,000 tested, 0.16% active;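 active = inhibition over 29.93%, a cutoff 3 SD above the screen mean, later confirmed by dose response; inconclusive = inhibition over 29.93% but no dose response follow-up; inactive = inhibition at most 29.93% or unconfirmed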;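 note: 0% = low Mg2+ inducing control and 100% = high Mg2+ repressing control; strong numbers were not always called active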
NS5 inhibitors pilot replicate – second read-out of NS5 inhibitors, no call of its own (marks repeat the call); inhibition, %; measured here: pilot screen replicate inhibition
An asterisk follows results filed as active; ? = inconclusive; · = not tested or not shown; [ ] = remark or other dose.

SMILES | HIV peptide binding | K1F lysis inhibition | SV40 large T antigen | GPR35 arrestin U2OS | RSV antiviral HEp-2 | GPR55 antagonists | Rac1 GTP hydrolysis | NS5 inhibitors | Salmonella PhoP GFP | others
O=C(NCc1ccncc1)Nc1ccc(F)cc1 | 0.0% | -0.3% | 4% | 7% | 0.6% | -6% | 17% | -1% | 9%
COCCN(C(=O)C(C)C)c1nnc(-c2ccc(C(C)(C)C)cc2)s1 | -0.7% | 0.0% | 4% | 8% | 9.4% | 11% | 8% | -1% | -2%
CC1CCC(NC(=O)CCS(=O)(=O)c2ccc3c(c2)NC(=O)CO3)CC1 (centres undefined) | 1.6% | 0.3% | 8% | 13% | 0.1% | 9% | 7% | 8% | 5%
O=C(NCCOC12CC3CC(CC(C3)C1)C2)c1cccc(Br)c1 | -1.1% | -0.7% | 7% | 1% | 13% | 40% | 0% | 1% | 4%
COc1cccc(OC)c1OCCCNC1CCCC1 | -0.7% | -1.6% | 2% | 1% | -0.7% | 9% | 13% | -1% | 4%
CCN(CC)c1ccc(NC(=O)c2ccc(Cl)nc2)cc1 | 0.0% | 1.4% | 31% | 13% | 2.4% | 6% | ? | -4% | 2%
Cc1ccc(NC(=O)C/C(N)=N/OC(=O)Nc2ccc(C)c(Cl)c2)cc1 | · | 4.5% | · | · | 1.6% | · | 14% | -4% | ·
C[C@H]1CN=C(N(C)C)N1CCC1CCCCC1 | · | 1.8% | 6% | · | -1.2% | · | 8% | 3% | ·
COc1ccccc1NC(=O)c1ccc(NC(=O)c2ccc(=O)[nH]c2)cc1 | · | 2.5%[50 µM] | · | · | 0.3% | · | 0% | 2% | ·
O=C(NNC(=O)c1ccccc1[N+](=O)[O-])c1csc(N2CCOCC2)n1 | · | 1.3%[50 µM] | 20% | · | -1.8% | · | 5% | 8% | 1%
CCCNS(=O)(=O)c1ccc(OCC(=O)N2CCOCC2)cc1 | 2.2% | 3.0%[50 µM] | 3% | -8% | 0.6% | 11% | 2% | 1% | -4%
COc1ccc(C(=O)Oc2cccnc2)cc1 | -1.4% | 0.1% | 8% | -5% | 1.6% | -1% | 11% | -3% | -3%
C=CCNC(=O)CCCc1ccccc1 | 3.9% | 0.8% | -3% | 0% | 0.8% | 0% | 8% | -3% | 0% | NS5 inhibitors pilot replicate=-3.0
O=C(N/N=C/c1ccco1)c1ccncc1 | -1.7% | 2.7% | 16% | -12% | 1.1% | -11% | 2% | -1% | 8%
Cc1cc(C)c2cc(CN(Cc3nnnn3Cc3ccc(F)cc3)C3CCCC3)c(=O)[nH]c2c1 | 3.1% | -1.4% | 1% | 19% | 13% | 2% | 6% | -1% | -2%
COC(=O)c1ccc(-n2c(C)ccc2-c2ccccc2)cc1 | 0.0% | 4.5% | -5% | 6% | -2.2% | 39% | -5% | -8% | -3%
COC(OC)c1ccnc(-c2ccc(OC(C)=O)cc2)n1 | -0.7% | -0.3% | 1% | 15% | 0.2% | 1% | 5% | 8% | -3%
COc1ccc(/C=C(\C#N)C(=O)NCc2ccccc2)cc1 | -0.6% | 0.2% | -5% | 4% | 0.2% | 1% | 7% | -8% | 5%
CCCCn1c(SCC(=O)NCCOC)nc2ccc(N3CCOCC3)cc2c1=O | -1.8% | -0.2% | 21% | -8% | 5.2% | 11% | 4% | 8% | 8%
CC(=O)N1CCc2cc(Br)cc(S(=O)(=O)N3CCc4ccccc43)c21 | -2.0% | 0.0% | 9% | -12% | -0.6% | 4% | 7% | · | -4%
CC(=O)c1cccc(NC(=S)NC(=O)c2ccccc2Cl)c1 | 0.9% | 3.7% | 23% | 3% | 3.6% | -7% | 6% | -1% | 9%
COC(=O)c1ccc(CSc2nc3ccc(C)cc3[nH]2)o1 | -1.1% | 0.0% | -4% | -4% | 2.6% | -2% | 11% | -3% | 4%
CCN(C(=O)CSc1cc(C)c2ccc(OC)cc2n1)C1CCS(=O)(=O)C1 (centres undefined) | 1.4% | -0.5%[50 µM] | 4% | -8% | 0.2% | 6% | 13% | -3% | -8%
O=C(CSC1CC(=O)N(c2ccc(C(=O)O)cc2)C1=O)Nc1ccc2ccccc2c1 (centres undefined) | 2.4% | -0.3% | · | 11% | -0.9% | -1% | -7% | 4% | ·
Cn1c(=O)[nH]c(=O)c2c1nc(NCCO)n2CCOc1ccccc1 | 1.0% | -2.6% | 6% | 1% | 1.1% | -2% | -13% | 1% | 7%
COCCNC(=O)/C(C#N)=C/C=C/c1ccccc1[N+](=O)[O-] | -1.5% | 0.0% | 13% | -20% | -0.5% | 10% | 5% | 5% | -4%
O=C(Nc1ccc(Oc2ccc3c(c2)C(=O)N(c2ccc(O)cc2)C3=O)cc1)c1cccs1 | -0.9% | 4.4% | 4% | -1% | 2.2% | 0% | 4% | 1% | -1%
O=C(CCc1ccccc1)NNC(=O)Nc1ccc(Cl)cc1 | -0.8% | 0.0% | 26% | -6% | 1.4% | 11% | 5% | -7% | -5%
O=C(COc1ccccc1[N+](=O)[O-])Nc1ccc(CN2CCOCC2)cc1 | -0.9% | -0.1% | 5% | -1% | -0.2% | 8% | 6% | -14% | 6%
Cc1cc(C(=O)CCl)c(C)n1CCc1ccccc1 | -2.3% | · | 15% | 10% | -4.2% | 18% | · | · | 0%
CCOC(=O)C(=NCCCN(C)C)NNc1cc(C(F)(F)F)ccc1Cl | -3.7% | 4.1% | -4% | -10% | -1.4% | 7% | -27% | -5% | 1%
O=C(Nc1ccccc1)Nc1ccc(Br)c(Cl)c1 | 3.9% | 0.2% | 8% | -16% | 8.3% | -9% | 10% | -19% | -6%
COc1ccc(N2CC(C(=O)NCCc3c[nH]c4ccccc34)CC2=O)cc1 (centres undefined) | 0.2% | 0.0% | -1% | 3% | 0.4% | -2% | -1% | -5% | 4%
Cc1ccc(C(=O)NCCCNC(=O)COc2ccc(Cl)c(C)c2)cn1 | · | 0.1%[50 µM] | 19% | · | -1.3% | · | -6% | -4% | -7%
C=CCn1c(SCC(=O)c2ccc(O)c(O)c2)nnc1-c1cccc(C)c1 | · | 3.6% | · | · | 1.3% | · | ? | 6% | ·
CCc1ccc(OCC(O)CNC(C)(C)C)cc1 (centres undefined) | 3.0% | 0.0% | 11% | -22% | -2.3% | 8% | 6% | -2% | 4%
COc1ccc(-c2cn(Cc3ccc(C(N)=O)cc3)c(-c3ccc(Cl)nc3)n2)cc1 | · | -0.5% | 17% | · | 4.6% | · | 12% | 5% | ·
Cc1cccc(N(CC(=O)NCCSCc2ccccc2)S(C)(=O)=O)c1C | -0.2% | 1.2% | 8% | 10% | 2.0% | 6% | 6% | -2% | 5%
CCC(=Nc1ccccc1)C1=C(O)CC(C)(C)CC1=O | 0.6% | · | 6% | 0% | · | 3% | · | · | -10%
Cc1ccc(S(=O)(=O)N2CCN(C3CC4CCC3C4)CC2)cc1 (centres undefined) | 0.8% | -0.1% | 5% | -1% | 0.2% | 2% | 16% | 2% | 0%
CN(C)CC[C@@H](c1ccc(Br)cc1)c1ccccn1 | · | -1.5% | 22% | · | -2.9% | · | 2% | 1% | -4%
CCOC(=O)CN1C(=O)C(O)(CC(=O)c2ccc3c(c2)CCCC3)c2ccccc21 (centres undefined) | 0.2% | 0.4% | 19% | -6% | 0.8% | 7% | 6% | -6% | 6%
Cc1cc(C)c2c(n1)nn1c(NCCN3CCOCC3)cc(C)nc21 | 0.9% | 0.1% | 10% | -1% | -0.1% | 16% | 8% | -3% | 6% | NS5 inhibitors pilot replicate=-1.7
COC(=O)CCC(=O)OC1(C)C(=O)C2=CN(C(CO)CO)C(c3ccc(OC)cc3)=CC2=C(Br)C1=O (centres undefined) | 4.5% | · | 22% | -15% | -0.6% | 3% | · | · | -14%
CCCCN(C(=O)COC(=O)c1nc2nc(C)cc(C)n2n1)C1CCS(=O)(=O)C1 (centres undefined) | · | 0.6%[50 µM] | · | · | 2.2% | · | 5% | 1% | ·
O=c1c2cnn(-c3ccccc3Cl)c2ncn1Cc1cccnc1 | -1.0% | 2.8% | 16% | -14% | 1.7% | 6% | 4% | 6% | 0%
O=C(NCCCN1CCOCC1)c1ccc(NC(=O)C2COc3ccccc3O2)cc1 (centres undefined) | 1.3% | 0.3% | -4% | 10% | -0.8% | 6% | 7% | -4% | 2%
CCOc1cc(S(=O)(=O)N2CCCCC2)ccc1F | 0.3% | 5.7% | 3% | -16% | -0.6% | 1% | 3% | 4% | -4%
COC(=O)CN1C(=O)Nc2ccc(C)cc2C1c1ccccc1 (centres undefined) | -0.5% | 0.3% | 36% | -5% | -2.1% | -6% | 6% | 6% | -5%
NC(=O)c1ccsc1NC(=O)COC(=O)Cc1c[nH]c2ccccc12 | · | 2.0%[50 µM] | 2% | · | 8.8% | · | 5% | -12% | 2%
COc1cccc(-n2nnnc2SCC(=O)Nc2cccc(C)n2)c1 | -0.9% | 4.6% | 0% | -1% | 2.2% | 16% | 9% | 0% | -7%
COCCNC(=O)c1ccc(CN2CCC(Cc3ccccc3)CC2)cc1 | -1.5% | 0.1% | 13% | 6% | 0.5% | 7% | 13% | 2% | 2%
Cc1ccc(-c2csc(NCCn3c(-c4ccncc4)nc4ccccc43)n2)cc1 | -0.6% | -0.9% | 12% | 5% | 9.4% | -2% | 1% | -8% | 15%
COc1cc(C)c(Cl)cc1S(=O)(=O)N1CCCC1 | 2.9% | · | 7% | 7% | 0.1% | -18% | · | · | -6%
COc1ccccc1Nc1ccc(N)cc1 | -5.0% | 0.3% | 9% | 1% | -0.8% | -14% | 10% | 13% | 2%
CCn1c(C(=O)O)c(CC(=O)N(C)c2ccc(OC)cc2OC)c2ccccc21 | -0.9% | -0.1% | 27% | 6% | 1.1% | 12% | 2% | 3% | -7%
O=C(Nc1ccncc1)c1cc(F)cc(F)c1 | 2.2% | -0.8% | 1% | -11% | 0.9% | -3% | 4% | -1% | 3%
Fc1cc(F)c2nc(Nc3nc4c(F)cccc4s3)sc2c1 | -1.2% | 1.4% | -3% | · | 3.3% | 8% | 8% | -2% | 10%
COc1ccccc1OCc1ccc(C(=O)Nc2ccccc2F)cc1 | 3.5% | 3.4% | -3% | -8% | 1.6% | 1% | -3% | -7% | -8%
